# CRFBP-R2 agonist: agonists of human CRF-binding protein/CRF-R2 receptor complex | hit rate 0.46% among 350,000 | HEK293 CRF-R2/CRF-BP, calcium dye fluorescence (FLIPR); percent of saturating CRF peptide response | activation, % at 13.2 µM;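 active = activation of at least 50%, plus an integration ratio under a set limit after plate pattern correction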;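 note: plate controls were neutral control wells without compound for no effect and CRF at EC100 for full effect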
# p-CIP stab down: compounds decreasing mouse p/CIP protein stability; decrease of EGFP signal, % at 10 µM; hit rate 0.01% among 290,000; AID 1984; Q05BA5; F442A p/CIP-EGFP cells, EGFP fluorescence, 16 h;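 active = EGFP signal decrease of at least 30% at 10 µM or well 3 SD below plate mean, unless failing retest; inactive = the rest, including hits failing retest or dose response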; note: some compounds called inactive have numbers as strong as hits; many of its hits are not listed in these tables
# GalR3 antag: blocks the human galanin receptor 3. O60755. HEK293 GalR3-CNG cAMP membrane potential fluorescence; galR3 body fused to GalR1 C-terminus. inhibition, % at 3 µM. hit rate 0.44% among 360,000;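 active = inhibition above the screen-wide average plus 3 SD, cut at about 13% in these data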;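 note: forskolin and galanin both at EC90 stimulate the cells; cAMP rise reported by CNG channel membrane potential dye signal; 0% = forskolin plus galanin with DMSO and 100% = forskolin alone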
# M4 PAM: potentiates acetylcholine response at human M4 receptor; CHO-K1 hM4/Gqi5, Fluo-8 calcium fluorescence, ACh EC20; 0% = ACh EC20, 100% = maximal ACh; activation, % at 3 µM; hit rate 0.4% among 360,000;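 active = activation above its plate's cutoff, the mean activation of sample wells plus 3 SD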; note: some results filed as inactive read as strong as hits
# Target sequence (P08173 whole entry, looked up): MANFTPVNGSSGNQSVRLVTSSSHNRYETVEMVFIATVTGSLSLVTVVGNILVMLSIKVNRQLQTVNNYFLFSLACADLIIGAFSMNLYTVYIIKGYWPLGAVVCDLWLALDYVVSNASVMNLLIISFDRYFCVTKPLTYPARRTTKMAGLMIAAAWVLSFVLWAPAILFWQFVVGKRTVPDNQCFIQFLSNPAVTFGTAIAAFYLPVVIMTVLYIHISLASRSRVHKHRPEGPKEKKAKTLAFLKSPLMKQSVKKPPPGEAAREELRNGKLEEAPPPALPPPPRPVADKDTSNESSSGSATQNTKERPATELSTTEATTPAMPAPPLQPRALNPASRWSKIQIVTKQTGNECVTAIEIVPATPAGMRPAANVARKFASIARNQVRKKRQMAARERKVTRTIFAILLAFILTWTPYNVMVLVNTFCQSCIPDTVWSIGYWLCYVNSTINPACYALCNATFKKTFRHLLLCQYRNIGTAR
# IDE act: boosts human insulin-degrading enzyme activity in HEK cells | P14735 | FAbeta-B cleavage, fluorescence polarization; 0% vehicle, 100% cell-free pure enzyme wells | activation, % at 5.96 µM | hit rate 0.073% among 340,000 | AID 493087;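 active = activation above the mean of all tested compounds plus 3 SD, set per screening campaign, cut at about 17% in these data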
# CRFBP-R2 block: CRF-BP/CRF-R2 complex antagonism. HEK293 CRF-R2/CRF-BP, CRF-induced calcium fluorescence. inhibition, % at 11.8 µM. hit rate 0.59% among 350,000;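 active = inhibition of the ligand-induced calcium signal above about 50% at the single tested concentration, limit read from the data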
# MEKK3 PB1 HTS: modulators (inhibitors or enhancers) of MEK5 binding to human MEKK3 PB1 domain | Q99759 | bead-based flow cytometry, Alexa488-MEK5 binding to MEKK3; actives lie on both sides; 0 = blocked by unlabeled MEK5, 100 = vehicle | binding response (% of control), % at 10 µM | hit rate 1.4% among 290,000 | AID 1529;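 active = binding response more than 3 SD above or below the average of its plate-row segment, actives on both sides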;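 note: Alexa488 bead fluorescence after subtracting the streptavidin-only scavenger bead signal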
# Target sequence (Q99759 whole entry, looked up, the tested form may be a part): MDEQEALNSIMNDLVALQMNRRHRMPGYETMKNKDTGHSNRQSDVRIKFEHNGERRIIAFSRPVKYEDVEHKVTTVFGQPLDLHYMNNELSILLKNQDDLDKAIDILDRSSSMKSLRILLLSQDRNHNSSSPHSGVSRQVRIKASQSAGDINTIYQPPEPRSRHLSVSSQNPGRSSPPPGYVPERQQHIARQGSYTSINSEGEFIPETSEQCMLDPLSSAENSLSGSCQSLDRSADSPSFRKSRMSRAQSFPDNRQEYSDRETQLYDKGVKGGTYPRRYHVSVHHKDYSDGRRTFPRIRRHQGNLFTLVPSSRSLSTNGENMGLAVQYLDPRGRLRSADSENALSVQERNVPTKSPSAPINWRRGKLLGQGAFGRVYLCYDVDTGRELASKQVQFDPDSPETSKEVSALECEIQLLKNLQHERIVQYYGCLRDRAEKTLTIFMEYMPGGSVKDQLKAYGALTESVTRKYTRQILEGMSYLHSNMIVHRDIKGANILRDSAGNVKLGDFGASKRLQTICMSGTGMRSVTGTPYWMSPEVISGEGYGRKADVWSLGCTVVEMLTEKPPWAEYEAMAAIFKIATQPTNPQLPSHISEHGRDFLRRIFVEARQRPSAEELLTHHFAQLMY
# PHOSPHO1 block: inhibitors of human PHOSPHO1 phosphatase. Q8TCT1. recombinant PHOSPHO1, absorbance phosphatase assay. inhibition, % at 13.3 µM. hit rate 1.1% among 290,000; in the data active = inhibition above about 60%
# IDE cell inh: cellular human IDE inhibition; P14735; HEK cells, FAbetaB cleavage, fluorescence polarization; inhibition, % at 5.59 µM; hit rate 0.41% among 320,000;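 active = percent inhibition above the average of all tested compounds plus 3 SD, set per screening campaign, cut at about 16% in these data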;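 note: IDE supplied by intact live HEK cells; FP after avidin binding of uncleaved biotin substrate so inhibition keeps polarization high; 0% = DMSO wells and 100% = 60 µM reference IDE inhibitor Ii1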
# Active calls of the source: *; x = no result given; [ ] = dose if it differs, or a comment.
nr	IDE cell inh	IDE act	CRFBP-R2 block	M4 PAM	CRFBP-R2 agonist	MEKK3 PB1 HTS	PHOSPHO1 block	GalR3 antag	p-CIP stab down	SMILES
1	4	4	1	0	-0.8	x	x	-5	x	COc1ccc(S(=O)(=O)N(C)C[C@H]2Oc3ccc(NS(=O)(=O)c4cn(C)cn4)cc3C(=O)N([C@H](C)CO)C[C@@H]2C)cc1
2	0	3	-6	0	-0.1	102	15	-1	-19	O=S(=O)(NNC(=S)Nc1ccc(S(=O)(=O)Nc2ncccn2)cc1)c1ccc(Br)cc1
3	1	0	-6	-1	-0.6	x	x	-1	x	CCCSc1nnc(NC(=O)CSc2nc3[nH]c(=O)cc(O)c3s2)s1
4	1	-3	0	-2	-0.8	107	-1	-3	-6	CCOC(=O)C1CCN(C(=O)COc2ccc(Cl)cc2C)CC1
5	3	2	-4	8	-0.3	109	-17	-4	8	Cc1nnc2sc(-c3ccccn3)nn12
6	1	3	-17	-5	-1.9	x	x	-3	x	Cc1ccc(NC(=O)CN(C)C(=O)c2ccccc2Sc2ccccc2C#N)cc1
7	4	-1	-14	9	-5.9	100	-13	0	8	Cc1ccc(-c2n[nH]c(=S)n2C)cc1Cl
8	2	9	-4	0	-1.6	101	14	-10	3	COCCNC(=O)CN(C(=O)CCC(=O)Nc1ccccn1)c1ccc(OC)cc1
9	-5	-1	0	-1	4.3	98	16	1	4	CCOC(=O)c1cnn(-c2nc(-c3ccccc3F)cs2)c1C(F)(F)F
10	4	5	0	1	1.6	93	49	x	-1	C=CCc1c(NCCO)nc(C)[nH]c1=O
11	4	-20	19	-20	0.4	102	33	0	-4	CCC(=O)N1CCN(c2ccnc3cc(Cl)ccc23)CC1
12	2	1	-21	16	2.6	100	25	-6	-7	Cc1cc(C)n(-c2nc(C(F)(F)F)nc3ccccc23)n1
13	-1	3	0	6	-1.4	102	28	-3	-4	CCCCNc1cc(=O)n(C)c(=O)n1C
14	6	x	-10	1	2.8	100	16	2	6	Fc1ccc(-c2nnc3n2CCCCC3)cc1
15	-3	5	-11	1	1.0	122*	31	1	-3	CCCCCc1cc(=O)oc2c(C(CCN3CCCC(C)C3)c3ccc4c(c3)OCO4)c(OC)cc(OC)c12 (stereo unspecified)
16	-2	x	x	x	x	98	-17	x	5	CCCN1C(=O)/C(=C/c2ccc(C)o2)NC1=S

# A section of the results above:
nr	IDE cell inh	IDE act	CRFBP-R2 block	M4 PAM	CRFBP-R2 agonist	MEKK3 PB1 HTS	PHOSPHO1 block	GalR3 antag	p-CIP stab down	SMILES
13	-1	3	0	6	-1.4	102	28	-3	-4	CCCCNc1cc(=O)n(C)c(=O)n1C
14	6	x	-10	1	2.8	100	16	2	6	Fc1ccc(-c2nnc3n2CCCCC3)cc1
15	-3	5	-11	1	1.0	122*	31	1	-3	CCCCCc1cc(=O)oc2c(C(CCN3CCCC(C)C3)c3ccc4c(c3)OCO4)c(OC)cc(OC)c12 (stereo unspecified)
16	-2	x	x	x	x	98	-17	x	5	CCCN1C(=O)/C(=C/c2ccc(C)o2)NC1=S

# (cont.)
nr	IDE cell inh	IDE act	CRFBP-R2 block	M4 PAM	CRFBP-R2 agonist	MEKK3 PB1 HTS	PHOSPHO1 block	GalR3 antag	p-CIP stab down	SMILES
17	3	2	-3	-5	-0.7	103	-14	-8	-12	COc1ccccc1NS(=O)(=O)c1cc(Cl)ccc1OC
18	2	-2	10	-2	0.5	x	x	-4	x	O=C(CCc1nc2ccccc2c(=O)[nH]1)N1CCN(S(=O)(=O)c2cccc([N+](=O)[O-])c2)CC1
19	2	2	-77	-6	0.0	113	12	-9	-18	CCOC(=O)c1c(C)n(-c2ccc(C)cc2)c2ccc(O)c(CN(C)C)c12
20	-2	-2	6	-30	-0.4	93	28	0	2	CN(C)CCOC(=O)C12CC3CC(C1)CC(C(=O)OCCN(C)C)(C3)C2
21	-2	0	12	1	-0.5	103	27	3	-3	CCS(=O)(=O)Nc1ccc(C2=NN(C(=O)c3ccco3)C(c3cccs3)C2)cc1 (stereo unspecified)
22	-2	3	1	3	-1.1	x	x	-2	x	CNC(=O)c1[nH]cnc1C(=O)Nc1ccccc1
23	16	-9	-2	-8	8.3	x	x	0	x	COc1ccc(-c2ccc3c(c2)S(=O)(=O)c2cccc(C(=O)N4CCN(C5CCCCC5)CC4)c2C3=O)cc1OC
24	-3	4	-5	11	2.5	x	x	-5	x	Cc1cc(NC(=O)CSc2nc(=O)n3cccc(C)c3n2)no1
25	3	4	17	-1	-1.7	109	-13	x	-14	CC(=O)c1sc(NC(=O)c2ccco2)nc1-c1ccccc1
26	4	3	17	-13	0.2	100	51	-4	-6	COc1ccccc1OCCNC(=O)Nc1cc(F)c(F)cc1Cl
27	7	4	-2	-15	0.4	107	17	-5	5	O=C(Nc1ccc(Cl)cc1)N(Cc1cccs1)Cc1cccs1
28	3	x	x	x	x	104	-111	x	4	O=C(O)C1CCC(N2C(=O)c3c(Cl)c(Cl)c(Cl)c(Cl)c3C2=O)CC1 (stereo unspecified)
29	3	4	-11	-4	-0.2	x	x	-7	x	CN(CC(=O)Nc1ccc(Cl)c(C(F)(F)F)c1)C(=O)CCN1C(=O)C2CCCCC2C1=O (stereo unspecified)
30	-2	-6	2	6	-1.0	99	7	-4	-6	CCOc1ccc(-n2c(SCC(=O)Nc3cc(C)on3)nnc2-c2c[nH]c3ccccc23)cc1
31	-4	-10	0	5	-1.2	x	x	10	x	CCCCCCC(=O)Nc1ccc(S(=O)(=O)Nc2onc(C)c2C)cc1
32	-1	11	3	-1	0.7	98	-15	3	-1	O=C(c1cc2ccccc2oc1=O)N1CCSC1c1ccco1 (stereo unspecified)
33	-1	0	2	2	-0.7	x	x	-2	x	CS(=O)(=O)c1ccc(Cl)c(NC(=O)COC(=O)CCN=C2NS(=O)(=O)c3ccccc32)c1
34	5	-6	-2	-5	-0.4	101	33	-2	-3	CN(Cc1nc(-c2ccc(C(F)(F)F)cc2)no1)C1CCOCC1
35	0	3	13	-10	1.7	98	27	-5	2	N#CC(C#N)=C1C(=O)N(CCN2CCCCC2)c2ccccc21
36	6	-1	-4	-16	2.4	97	16	-3	12	O=C(Nc1ccc(Cl)c(Cl)c1)c1ccc(Cl)c(Cl)c1
37	0	x	x	x	x	100	-24	x	-2	O=C1NN(c2ccc(Cl)c(Cl)c2)C(=O)/C1=C/c1cccc(OC(=O)c2cccs2)c1
38	4	4	-19	-17	-1.7	97	-9	-7	-8	O=C(Cn1nnc(-c2ccc(S(=O)(=O)N3CCCC3)cc2)n1)Nc1ccccc1-n1cccc1
39	6	-1	-6	1	-0.1	109	-11	3	-10	Cc1ccc(C)c2[nH]c(=O)c(CCNC(=O)c3cccs3)cc12
40	4	1	-4	7	0.5	x	x	-2	x	N#Cc1ccsc1NC(=O)C1CCN(C(=O)c2ccc(F)cc2)CC1

# Arranged by value in p-CIP stab down (lowest first): 6 of the compounds above.
nr	IDE cell inh	IDE act	CRFBP-R2 block	M4 PAM	CRFBP-R2 agonist	MEKK3 PB1 HTS	PHOSPHO1 block	GalR3 antag	p-CIP stab down	SMILES
39	6	-1	-6	1	-0.1	109	-11	3	-10	Cc1ccc(C)c2[nH]c(=O)c(CCNC(=O)c3cccs3)cc12
38	4	4	-19	-17	-1.7	97	-9	-7	-8	O=C(Cn1nnc(-c2ccc(S(=O)(=O)N3CCCC3)cc2)n1)Nc1ccccc1-n1cccc1
34	5	-6	-2	-5	-0.4	101	33	-2	-3	CN(Cc1nc(-c2ccc(C(F)(F)F)cc2)no1)C1CCOCC1
37	0	x	x	x	x	100	-24	x	-2	O=C1NN(c2ccc(Cl)c(Cl)c2)C(=O)/C1=C/c1cccc(OC(=O)c2cccs2)c1
35	0	3	13	-10	1.7	98	27	-5	2	N#CC(C#N)=C1C(=O)N(CCN2CCCCC2)c2ccccc21
36	6	-1	-4	-16	2.4	97	16	-3	12	O=C(Nc1ccc(Cl)c(Cl)c1)c1ccc(Cl)c(Cl)c1

# Next records follow.
nr	IDE cell inh	IDE act	CRFBP-R2 block	M4 PAM	CRFBP-R2 agonist	MEKK3 PB1 HTS	PHOSPHO1 block	GalR3 antag	p-CIP stab down	SMILES
41	7	5	-2	0	4.3	x	x	-3	x	O=C(COC(=O)c1cc(S(=O)(=O)N2CCOCC2)c(Cl)cc1Cl)NCc1ccco1
42	-2	4	-27	-11	-2.1	106	31	-8	-9	COc1ccccc1C1CCN(Cc2ccc3ccccc3c2)CC1
43	3	2	22	0	-5.7	96	-33	-4	-17	CC1Oc2ccccc2N(Cc2cccc(F)c2)C1=O (stereo unspecified)
44	6	3	20	6	2.0	101	16	-6	-20	CC1CCCC(NC(=O)COC(=O)c2ccc3ccccc3n2)C1C (stereo unspecified)
45	1	3	-28	4	-0.6	98	0	-10	-1	Cc1ccc(C23CC4CC(CC(CC(=O)NC(C)(C)CO)(C4)C2)C3)cc1
46	5	0	16	0	0.5	106	-9	-6	-3	Cc1cccc(C(=O)N2CCC(=O)N(C(COCc3cccc(C(F)(F)F)c3)Cc3ccccc3)CC2)c1 (stereo unspecified)
47	-1	2	-11	-3	1.2	98	-16	-2	8	CCOC(=O)c1c(NC(=O)c2nc3n(n2)C(C(F)F)CC(C)N3)sc2c1CCCC2 (stereo unspecified)
48	-2	5	-5	5	-2.8	93	-11	-4	-8	CNC(=S)N/N=C(\C)c1ccc2c(c1)OCCO2
49	2	-2	-3	8	0.0	97	4	-4	0	O=C(c1ccc(F)cc1)C1CCN(C(=O)Nc2ccc(F)cc2)CC1
50	-3	0	-8	4	-1.4	101	34	0	-7	CC(C)CCNS(=O)(=O)c1cc2c3c(c1)CCN3C(=O)CC2
51	4	-8	-7	20	-0.9	107	19	-4	-6	COCCNC(=O)CSc1nc2scc(-c3ccccc3)c2c(=O)[nH]1
52	1	4	-9	1	-0.4	105	-20	-3	-18	O=C(CSc1nccn1Cc1ccccc1)NC1CCCC1
53	-4	1	-6	3	-0.3	94	24	-2	-6	CCCNC(=O)[C@@H]1CCCN1C(=O)[C@@H]1Cc2ccccc2CN1
54	5	-1	6	7	0.3	106	-14	-4	-1	Cn1c(=O)c(C(=O)CCl)c(N)n(Cc2ccccc2)c1=O
55	1	1	7	0	-0.3	95	-1	1	9	COCCNC(=O)C(=O)c1c(-c2ccccc2)[nH]c2ccccc12
56	1	-3	0	-7	1.8	113	3	0	-4	Cn1c(NC(=O)c2cc(Br)ccc2Cl)cc(=O)n(C)c1=O
57	8	5	13	3	0.2	100	x	-2	-9	COc1ccc(CN2CCNC(=O)C2CC(=O)N(C)Cc2nc(C)cs2)c(OC)c1 (stereo unspecified)
58	-2	4	-13	1	0.2	60*[inhibitor]	-8	-8	2	O=C(NC1CCCCC1)C(c1cccs1)N(C(=O)c1ccco1)c1ccc2c(c1)OCCO2 (stereo unspecified)
59	x	x	-4	-5	0.3	x	x	-1	x	Cc1cccc(C)c1OCCOC(=O)c1ccc(S(=O)(=O)N2CCCC2)cc1
60	1	1	3	6	-0.1	x	x	1	x	Cc1ccsc1C(=O)N1CCN(S(=O)(=O)c2cccc(F)c2)CC1
61	x	x	-14	-1	6.9	x	x	-2	x	Cc1ccc(Cc2c(-c3ccc(C)cc3)nc3ccc(Br)cn23)cc1
62	1	-2	3	24	1.3	102	33	-1	1	Cc1nc2ccccc2c(=O)n1/N=C/C=C/c1ccccc1
63	8	4	2	-7	-1.3	100	-10	6	3	COc1ccc(N2CCN(Cc3nc(-c4ccccc4)no3)CC2)cc1
64	4	-6	3	0	0.6	108	14	-5	-4	Clc1cccc(-c2ccc(CNCc3ccccn3)o2)c1
65	0	-4	-11	8	4.9	92	15	-6	-37	O=c1[nH]c2ccc([N+](=O)[O-])cc2nc1/C=C(\O)c1ccccc1
